CHRM5 PAM: positive allosteric modulators of human muscarinic M5 receptor. activation, % at 3 µM. P08912. 0.3% of 360,000 active. CHO-K1 hM5, Fluo-8 calcium, ACh EC20 PAM; 0% = ACh EC20, 100% = ACh EC100;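 active = activation above the run cutoff, the mean activation of all test compounds plus 3 SD, cut at about 18% in these data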
Target sequence (P08912 whole entry, looked up): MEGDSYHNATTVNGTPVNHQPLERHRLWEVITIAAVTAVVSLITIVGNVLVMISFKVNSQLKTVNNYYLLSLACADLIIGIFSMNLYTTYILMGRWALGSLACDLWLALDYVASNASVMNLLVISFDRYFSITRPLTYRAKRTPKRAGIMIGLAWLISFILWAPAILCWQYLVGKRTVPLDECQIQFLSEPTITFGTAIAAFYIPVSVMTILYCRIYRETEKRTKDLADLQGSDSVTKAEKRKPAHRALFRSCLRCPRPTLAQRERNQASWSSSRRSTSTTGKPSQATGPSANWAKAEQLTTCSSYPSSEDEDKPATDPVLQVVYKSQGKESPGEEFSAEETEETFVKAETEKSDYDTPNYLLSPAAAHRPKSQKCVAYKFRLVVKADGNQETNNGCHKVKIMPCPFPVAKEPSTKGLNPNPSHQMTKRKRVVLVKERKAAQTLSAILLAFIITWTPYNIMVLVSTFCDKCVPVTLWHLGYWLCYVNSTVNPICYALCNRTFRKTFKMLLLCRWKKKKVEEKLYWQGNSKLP
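System – CHO-K1 hM5 cells · Compound – 3 µM, single dose · Incubation – compound preincubation 140 s before EC20 acetylcholine addition · Technique – Fluo-8 calcium fluorescence · Measure – Max/basal fluorescence ratio as % of EC20–EC100 ACh window · Benchmarks – low control EC20 acetylcholine (0%), high control EC100 acetylcholine (100%) · Replication – singlicate, one well per test compound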
IDE inh: cellular human IDE inhibition; inhibition, % at 5.59 µM; 0.41% of 320,000 active; P14735; HEK cells, FAbetaB cleavage, fluorescence polarization;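 active = percent inhibition above the average of all tested compounds plus 3 SD, set per screening campaign, cut at about 16% in these data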;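 note: IDE supplied by intact live HEK cells; FP after avidin binding of uncleaved biotin substrate so inhibition keeps polarization high; 0% = DMSO wells and 100% = 60 µM reference IDE inhibitor Ii1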
M4 antag: CHRM4 antagonism in calcium assay. 0.73% of 360,000 active. CHO-hM4 cells, ACh EC80, Fluo-8 calcium fluorescence. P08173. inhibition, % at 3 µM;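 active = inhibition above its plate's cutoff, the mean inhibition of sample wells plus 3 SD, cut at about 27% in these data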;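 note: 0% = acetylcholine EC80 with DMSO and 100% = DMSO without agonist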
CRFBP-R2 block: CRF-BP/CRF-R2 complex antagonism | HEK293 CRF-R2/CRF-BP, CRF-induced calcium fluorescence | inhibition, % at 11.8 µM | 0.59% of 350,000 active;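 active = inhibition of the ligand-induced calcium signal above about 50% at the single tested concentration, limit read from the data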
CHRM5 agonist: agonists of human muscarinic M5 receptor (CHRM5); P08912; activation, % at 3 µM; AID 624037; CHO-K1 hM5 cells, Fluo-8 calcium fluorescence; 0% DMSO wells, 100% maximal acetylcholine response; 0.19% of 360,000 active;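 active = activation above the run's mean over test compounds plus 3 SD, cut at about 23% in these data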;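 note: signal is peak over basal fluorescence ratio across the kinetic read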
M4 ag: agonists of human muscarinic M4 receptor (CHRM4) | AID 624127 | 0.14% of 360,000 active | CHO-K1 hM4/Gqi5, Fluo-8 calcium fluorescence; vehicle 0%, full acetylcholine response 100% | activation, % at 3 µM | P08173;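 active = activation above the run mean over all test wells plus 3 SD, cut at about 32% in these data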;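 note: peak over basal fluorescence ratio per well then scaled between controls; 0% = DMSO wells and 100% = acetylcholine at EC100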
M5 antag: blocks acetylcholine activation of human M5 receptor; CHO-hM5 cells, Fluo-8 calcium fluorescence, ACh EC80; 0.59% of 360,000 active; inhibition, % at 3 µM; P08912;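 active = inhibition above a per-plate cutoff, the mean of that plate's test compounds plus 3 SD, cut at about 27% in these data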;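 note: 0% = acetylcholine EC80 with DMSO and 100% = DMSO without agonist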
CHRM4 PAM: potentiates acetylcholine response at human M4 receptor. CHO-K1 hM4/Gqi5, Fluo-8 calcium fluorescence, ACh EC20; 0% = ACh EC20, 100% = maximal ACh. P08173. 0.4% of 360,000 active. activation, % at 3 µM. AID 624126;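 active = activation above its plate's cutoff, the mean activation of sample wells plus 3 SD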; note: some results filed as inactive read as strong as hits
CRFBP-R2 agonist: agonists of human CRF-binding protein/CRF-R2 receptor complex; HEK293 CRF-R2/CRF-BP, calcium dye fluorescence (FLIPR); percent of saturating CRF peptide response; activation, % at 13.2 µM; 0.46% of 350,000 active; AID 588473;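 active = activation of at least 50%, plus an integration ratio under a set limit after plate pattern correction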;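 note: plate controls were neutral control wells without compound for no effect and CRF at EC100 for full effect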
Numbers without * were called inactive; / = no result given.

SMILES | CHRM5 PAM | IDE inh | M4 antag | CRFBP-R2 block | CHRM5 agonist | M4 ag | M5 antag | CHRM4 PAM | CRFBP-R2 agonist
Cc1ccc(SCc2c(C#N)c3ccccc3n2C)cc1 | -6 | 3 | 3 | 10 | -8 | -1 | 2 | -6 | -0.8
COCCCn1c(C2CCCCC2)nc2oc3cc(OC)ccc3c(=O)c2c1=O | 3 | 2 | 10 | -3 | 2 | -1 | -3 | 10 | -2.4
Cc1cccc(C)c1NC(=O)Cn1nnc(-c2ccc(N3CCOCC3)cc2)n1 | 7 | 8 | 6 | -5 | 5 | 1 | -2 | 4 | 3.0
CCOc1ccc2nc(SCC(=O)c3ccc(C)s3)sc2c1 | 11 | 4 | 2 | 2 | -2 | 0 | -9 | -1 | -0.9
CC(C)NC(=O)C1(C)CN(S(C)(=O)=O)CC(=O)N1CCCN1CCOCC1 (stereo unspecified) | 1 | / | -6 | / | -1 | 1 | 5 | 6 | /
CCOC(=O)c1c(O)c(Cl)c(C)[nH]c1=O | -2 | -2 | -3 | 10 | 3 | 1 | -4 | -2 | 0.5
CC(C)(C)NC(=S)Nc1ccc(Br)cc1 | 2 | 7 | 16 | -12 | -3 | 2 | 9 | -2 | 0.9
CC/C=C(/NC(C)=O)c1ccccc1 | 8 | 5 | -6 | 1 | 0 | 2 | -6 | 19 | -0.4
CCCCC1=CC2=C(c3ccco3)C(=O)C(C)(OC(=O)c3ccc(OC)cc3)C(=O)C2=CN1Cc1ccc2c(c1)OCO2 (stereo unspecified) | 16 | 2 | -9 | 1 | 2 | 1 | 4 | 8 | 0.4
Cc1ccc(NC(=S)Nc2ccc(F)cc2)c(C)c1 | -1 | 1 | 1 | 21 | -2 | 1 | 4 | 1 | -1.6
CCc1ccccc1NS(=O)(=O)c1cc2c3c(c1)CCN3C(=O)CC2 | 1 | / | 0 | 6 | 0 | 3 | 8 | 3 | 0.3
CC(=O)Nc1ccc(S(=O)(=O)NCCS(=O)(=O)N2CCN(c3ccccc3)CC2)cc1 | -1 | -3 | 5 | -7 | -6 | 3 | -1 | 1 | 1.5
O=C(CNC(=O)C1COc2ccccc2O1)N/N=C/c1cc(Br)c(O)c(Br)c1 (stereo unspecified) | 1 | 1 | 6 | 10 | -2 | 2 | 10 | -8 | -0.3
CCOC(=O)C(CC)n1cnc2c(cnn2-c2ccc(Cl)cc2)c1=O (stereo unspecified) | -4 | 1 | -1 | 14 | 1 | 5 | 4 | 2 | -0.5
CC(C)NC(=O)N(C)C[C@H]1Oc2ccc(NC(=O)NC3CCCCC3)cc2C(=O)N([C@H](C)CO)C[C@@H]1C | 3 | 3 | -10 | 10 | -2 | 1 | 6 | 12 | -0.2
CN(C)C(=O)CCC(=O)N1CCCC(C(=O)c2ccc(C(F)(F)F)cc2)C1 (stereo unspecified) | -1 | 1 | 2 | 15 | -3 | 1 | 11 | -3 | 5.0
CCOC(=O)CSc1cc(C)c(C#N)c2nc3ccccc3n12 | -5 | -4 | 4 | -10 | 0 | 2 | -6 | 5 | 7.0
O=C(NCC1CCCO1)C(c1cccs1)N(Cc1ccccc1Cl)C(=O)c1ccc(-c2ccccc2)[nH]1 (stereo unspecified) | 0 | 4 | -10 | -29 | 1 | 1 | 1 | 3 | -1.4
Cc1ccccc1N=C1SC(CC(=O)Nc2ccc3ccccc3c2)C(=O)N1Cc1ccccn1 (stereo unspecified) | -10 | 1 | 25 | -11 | 0 | 9 | 19 | -12 | 0.9
CC(C)[C@@H](N)C(=O)N/N=C/c1ccc2nccnc2c1 | 10 | 3 | -5 | -20 | 0 | 0 | -9 | 18 | -1.3

Of the compounds above, these contain a Cl atom.
SMILES | CHRM5 PAM | IDE inh | M4 antag | CRFBP-R2 block | CHRM5 agonist | M4 ag | M5 antag | CHRM4 PAM | CRFBP-R2 agonist
CCOC(=O)c1c(O)c(Cl)c(C)[nH]c1=O | -2 | -2 | -3 | 10 | 3 | 1 | -4 | -2 | 0.5
CCOC(=O)C(CC)n1cnc2c(cnn2-c2ccc(Cl)cc2)c1=O (stereo unspecified) | -4 | 1 | -1 | 14 | 1 | 5 | 4 | 2 | -0.5
O=C(NCC1CCCO1)C(c1cccs1)N(Cc1ccccc1Cl)C(=O)c1ccc(-c2ccccc2)[nH]1 (stereo unspecified) | 0 | 4 | -10 | -29 | 1 | 1 | 1 | 3 | -1.4

The list continues:
SMILES | CHRM5 PAM | IDE inh | M4 antag | CRFBP-R2 block | CHRM5 agonist | M4 ag | M5 antag | CHRM4 PAM | CRFBP-R2 agonist
Cn1nnnc1SCc1ccc(F)cc1 | -15 | -1 | 4 | 3 | -12 | 1 | 20 | -11 | 2.4
Cc1nn(Cc2noc(C(=O)NCCc3ccccn3)n2)c(C)c1Br | -5 | 2 | -20 | 12 | 2 | 9 | -1 | 4 | -2.4
Cn1ncc(C(=O)Nc2ccc(Cl)cc2)c1C(F)(F)F | -5 | 1 | -7 | 18 | -3 | 2 | 13 | 2 | 0.0
O=C(CSc1cn(CCNC(=O)c2cccs2)c2ccccc12)NC1CCCC1 | -13 | 2 | -8 | 0 | 4 | 13 | 5 | -11 | -2.3
Cc1nc(-c2ccccc2)nc2[nH]c(-c3ccccc3)cc(=O)c12 | 2 | 1 | -9 | -2 | -5 | 1 | 11 | -2 | 0.7
Cc1ccc(Nc2nc(N)nc(CN3CCN(Cc4ccc5c(c4)OCO5)CC3)n2)cc1C | 7 | / | -17 | 1 | -1 | 6 | -4 | 0 | 0.0
NNC(=O)C1c2ccccc2Oc2ccccc21 | 1 | 6 | -10 | -4 | -3 | 2 | 3 | 3 | -0.3
Cc1ccccc1Nc1n[nH]c(=S)s1 | -2 | / | -8 | -2 | 1 | 1 | 2 | -1 | -0.1

Compounds shown so far that have an aryl methoxy group, in the order listed:
SMILES | CHRM5 PAM | IDE inh | M4 antag | CRFBP-R2 block | CHRM5 agonist | M4 ag | M5 antag | CHRM4 PAM | CRFBP-R2 agonist
COCCCn1c(C2CCCCC2)nc2oc3cc(OC)ccc3c(=O)c2c1=O | 3 | 2 | 10 | -3 | 2 | -1 | -3 | 10 | -2.4
CCCCC1=CC2=C(c3ccco3)C(=O)C(C)(OC(=O)c3ccc(OC)cc3)C(=O)C2=CN1Cc1ccc2c(c1)OCO2 (stereo unspecified) | 16 | 2 | -9 | 1 | 2 | 1 | 4 | 8 | 0.4

Bioassay records as filed in PubChem.
